CHO parental Ca = counter-screen: ATP calcium response change in parental CHO cells. inhibition, % at 5.6 µM. parental CHO-K1, ATP-induced calcium, Fluo-8 fluorescence. 330,000 compounds, 0.63% hits. AID 463079;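 active means inhibition above that plate's mean sample inhibition plus 3 SD, cut at about 26% in these data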;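 further: 0% = ATP-challenged DMSO wells and 100% = DMSO wells without ATP; some compounds past the cut are filed as inactive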
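Test system: untransfected parental CHO cell line. Compound: one dose, 5.6 µM nominal. Detection: intracellular calcium via Fluo-8 no-wash fluorescent dye. Measure: % inhibition. Benchmarks: ATP-challenged DMSO wells low, unchallenged DMSO wells high.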
M1 antag = human CHRM1 antagonism. P11229. CHO-K1 hM1, Fluo-8 calcium fluorescence, ACh EC80 antagonist. inhibition, % at 3 µM. 360,000 compounds, 1.3% hits;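 active means percent inhibition above its own plate's cutoff, namely the mean of that plate's compound wells plus 3 SD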;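 further: peak over basal fluorescence ratio during 140 s after agonist addition; 0% = ACh EC80 plus DMSO and 100% = DMSO alone without agonist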
Target sequence (P11229 whole entry, looked up): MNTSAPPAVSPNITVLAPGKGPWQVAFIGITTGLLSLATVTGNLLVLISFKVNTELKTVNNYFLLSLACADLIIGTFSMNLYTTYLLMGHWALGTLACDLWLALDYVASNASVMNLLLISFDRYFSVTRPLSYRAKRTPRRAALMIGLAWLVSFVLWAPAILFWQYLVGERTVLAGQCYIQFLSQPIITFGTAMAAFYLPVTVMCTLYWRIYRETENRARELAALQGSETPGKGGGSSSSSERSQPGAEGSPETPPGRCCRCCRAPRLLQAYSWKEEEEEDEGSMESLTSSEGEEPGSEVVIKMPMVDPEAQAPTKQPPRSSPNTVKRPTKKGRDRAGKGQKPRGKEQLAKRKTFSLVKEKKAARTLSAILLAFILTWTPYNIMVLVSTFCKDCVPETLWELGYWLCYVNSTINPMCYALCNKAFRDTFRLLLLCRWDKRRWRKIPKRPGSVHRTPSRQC
CHO-K1 Ca ag = nonselective activator or artifact in parental CHO-K1 cells; 360,000 compounds, 0.48% hits; activation, % at 3 µM; Fluo-8 calcium fluorescence; scaled to maximal ATP response, vehicle zero; in the data active means activation above about 15%;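 further: untransfected CHO-K1 host cells lacking M1 receptor as counterscreen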
TAAR1 agonist = agonists of human TAAR1. CHO RD-HGA16 TAAR1, Fluo-8 calcium fluorescence; vehicle wells 0%, saturating PEA agonist 100%. activation, % at 3 µM. 360,000 compounds, 0.99% hits. AID 624467;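 active means activation above the mean activation of all test compounds in the run plus 3 SD, cut at about 38% in these data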
Target sequence (Q96RJ0 whole entry, looked up): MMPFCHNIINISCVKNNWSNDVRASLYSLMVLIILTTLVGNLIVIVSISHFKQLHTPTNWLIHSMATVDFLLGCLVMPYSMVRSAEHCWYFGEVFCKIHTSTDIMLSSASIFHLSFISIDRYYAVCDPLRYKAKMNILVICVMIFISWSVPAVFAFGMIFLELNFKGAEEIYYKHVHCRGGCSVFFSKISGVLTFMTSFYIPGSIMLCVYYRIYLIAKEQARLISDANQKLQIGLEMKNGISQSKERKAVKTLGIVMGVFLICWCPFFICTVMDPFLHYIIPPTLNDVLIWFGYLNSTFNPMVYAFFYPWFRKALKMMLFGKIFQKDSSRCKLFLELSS
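Assay system: CHO-derived RD-HGA16 cells with stable Gα16 and human TAAR1; timing: 17-24 h seeding, 75 min 37 °C dye, 30 min RT; read-out: % activation from peak over basal fluorescence ratio, DMSO-to-PEA scaled; measured by: kinetic Fluo-8 calcium fluorescence; benchmarks: low control DMSO, high control PEA (EC100); doses: 3 µM single concentration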
CHO-K1 Ca PAM = counter-screen for M1 PAMs: effect in parental CHO-K1 cells. ATP EC20, Fluo-8 calcium fluorescence; 0% at ATP EC20, 100% at ATP max. activation, % at 3 µM. 360,000 compounds, 0.02% hits. AID 602247;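 active means activation above the run cutoff, the mean activation of all test compounds plus 3 SD, cut at about 40% in these data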;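 further: peak over basal fluorescence ratio in a 140 s read after ATP addition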
TAAR1 antag = human TAAR1 antagonism; Q96RJ0; CHO RD-HGA16 TAAR1, Fluo-8 calcium fluorescence, antagonist; inhibition, % at 3 µM; 360,000 compounds, 1.5% hits; AID 624466;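 active means inhibition above a per-plate cutoff, the mean inhibition of test compounds on that plate plus 3 SD, cut at about 49% in these data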;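 further: 0% = DMSO plus EC80 beta-PEA response and 100% = DMSO alone without agonist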
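Test system – hTAAR1-expressing CHO RD-HGA16 cells, Gα16-coupled · Reagent – β-PEA at EC80 concentration, post-compound challenge · Compound dosing – 3 µM, single point · Timing – 140 s kinetic read after compound, 140 s after agonist · Detection – Fluo-8 intracellular calcium dye fluorescence, real-time kinetic reads · Control set – DMSO and EC80 PEA controls · Repeats – n of 1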
CHO-K1 Ca antag = M1 antagonist counterscreen hit in parental CHO-K1 cells; ATP-induced calcium, Fluo-8 fluorescence; inhibition, % at 3 µM; 360,000 compounds, 0.6% hits;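 active means inhibition above a per-plate cutoff, the plate's mean sample inhibition plus 3 SD, cut at about 24% in these data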;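 further: 0% = DMSO plus EC80 ATP and 100% = DMSO alone without ATP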
CHRM1 PAM = positive allosteric modulators of human M1 muscarinic receptor; P11229; CHO-K1 hM1, Fluo-8 calcium fluorescence, ACh EC20; 0% = ACh EC20, 100% = maximal ACh; activation, % at 3 µM; 360,000 compounds, 0.088% hits; AID 588819; in the data active means activation above about 19%, passing the limit was not always enough
CHRM1 agonist = agonists of human M1 muscarinic receptor; P11229; CHO-K1 hM1, Fluo-8 calcium fluorescence, agonist mode; 0% DMSO, 100% acetylcholine EC100; activation, % at 3 µM; 360,000 compounds, 0.33% hits;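 active means activation above the run's mean compound activation plus 3 SD, cut at about 16% in these data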;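 further: peak over basal fluorescence ratio within a 140 s kinetic read after compound addition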
Active calls of the source: *; . = not tested or not shown.

SMILES	CHO parental Ca	M1 antag	CHO-K1 Ca ag	TAAR1 agonist	CHO-K1 Ca PAM	TAAR1 antag	CHO-K1 Ca antag	CHRM1 PAM	CHRM1 agonist
CCN1C2=NCCCN2c2cc(C)c(C)cc21	3	6	0.6	6	-1	5	-3	-3	-2
COC(=O)c1ccc(NC(=O)CCS(=O)(=O)c2ccc(C)cc2)cc1	-16	1	1.6	-1	5	-3	-12	-1	-4
CC(=O)NC(c1ccccc1)c1nc(-c2csc3ccccc23)cs1 (stereo not given)	.	-11	13	2	8	-12	11	7	-2
Cc1cc(Br)ccc1SCC(=O)OCC(=O)c1c(N)n(C)c(=O)n(C)c1=O	-10	5	2.2	2	28	-27	-18	-6	-6
CCc1ccc2c(c1)c1nc(C)sc1n2CC(=O)OC	-7	8	-0.5	19	-2	-14	-12	-5	-14
Nn1c(Cc2ccccc2)nc2ccccc2c1=O	-19	-18	1.0	0	12	-37	-11	5	-4
CC(=O)C1=C(O)C(=O)N(c2ccc(Br)cn2)C1c1ccc(F)cc1 (stereo not given)	2	1	0.4	6	15	10	12	9	0
CC(C)Cc1ccc(CN2C(C)C(=O)N(Cc3cn(Cc4ccco4)nn3)CCS2(=O)=O)cc1 (stereo not given)	.	-4	-0.1	-2	15	-7	3	7	-1
C/C(Cn1nc([N+](=O)[O-])cc1C)=N\NC(=O)COc1ccc(Cl)cc1Cl	-25	-15	0.4	2	20	-21	-10	15	-7
CCC(c1nnnn1-c1ccc(OC)cc1)N1CCN(C/C=C/c2ccccc2)CC1 (stereo not given)	.	3	0.1	1	-12	-7	19	-15	-7
CCN(CC)CCN1C(=O)C(=O)/C(=C(/O)c2ccc(S(=O)(=O)N3CCOCC3)cc2)C1c1ccc(C(C)(C)C)cc1 (stereo not given)	0	-7	0.8	.	8	.	-18	1	-11
CC(=O)Nc1ccc(NS(=O)(=O)Cc2ccccc2)cc1	-4	-9	0.5	4	20	-12	-13	4	-3
O=C1NC(c2ccccc2OC(F)F)Oc2ccccc21 (stereo not given)	0	-7	0.7	5	19	2	-8	12	-9
COc1ccc(-c2c(C#Cc3ccsc3)c3cc(-c4ccc5[nH]ccc5c4)ccc3n2C)cc1	10	9	-0.5	1	-17	14	-1	9	3
COC(=O)/C=C1\SC(=NC(=O)c2cccc(Cl)c2)NC1=O	-3	-7	-0.2	1	3	-1	-4	3	-3
NS(=O)(=O)c1ccc(NC(=S)N2CCCC2)cc1	-2	-15	0.2	1	-5	7	-8	7	-1
CC(C)(C)NC(=S)NNC(=O)c1cccc(Br)c1	-13	-12	3.0	0	17	-5	-15	5	0
CCC(=O)Nc1ccc(N/C(N)=N/c2nc(C)cc(C)n2)cc1	0	3	0.2	4	-6	-7	5	-3	-9
O=S(=O)(NCCNS(=O)(=O)c1ccccc1)c1ccccc1	7	-2	0.3	4	1	-11	-7	1	-5
CCN(Cc1ccccc1)S(=O)(=O)c1ccc(S(=O)(=O)N2CCN(C)CC2)cc1	10	8	0.1	1	-6	-19	-11	-4	-9
Cc1ccc(C(=O)NC(=S)N2CCN(C(=O)OC(C)(C)C)CC2)cc1Br	-13	-7	0.3	-1	15	-13	-13	2	-5
COC(=O)CN1C(c2ccc(OC)cc2)=Nc2ccc(Cl)cc2C1c1ccccc1 (stereo not given)	-18	4	1.9	3	20	-6	3	-4	-7
c1ccc2c(c1)sc1nnnn12	-1	-5	-0.2	4	7	-2	0	6	-2
COc1ccc(CNC(=O)C2CCN(C(=O)Cc3ccccc3)CC2)cc1	-13	-7	1.2	1	5	-12	-10	9	-3
CCOC(=O)N1CCN(C(=O)COc2ccc(S(=O)(=O)NC(C)C)cc2)CC1	-14	-13	0.6	1	19	-4	-7	5	-5
Cc1cccc(-n2nc([N+](=O)[O-])c(N3CCN(C(=O)c4ccco4)CC3)[n+]2[O-])c1	-12	8	2.5	2	-5	-41	-1	0	-1
CCc1nc(SCc2cc(Cl)ccc2OC)n[nH]1	-10	-6	-0.6	13	18	-7	-13	17	-1
O=C(NCc1ccccc1F)c1ccncc1	14	-4	0.1	1	-6	-1	-6	15	3
CCCNC(=O)c1ccc2c(=O)c(O)c(-c3cccc(Br)c3)[nH]c2c1	-15	-17	4.0	6	-9	28	-4	5	-1
O=C(CSc1nnnn1-c1ccccc1)NCc1ccco1	-6	-3	-0.2	3	12	16	-4	-1	-2
O=C(COc1ccc(Cl)cc1Br)OCC(=O)c1ccc[nH]1	-2	-5	0.1	1	-7	16	0	1	-6
O=C(Nc1nc2ccc(Cl)cc2s1)c1ccco1	-6	-15	0.2	4	-4	-8	6	3	1
COc1ccc(S(=O)(=O)N2CCN(CC(=O)Nc3cccc(F)c3)CC2)cc1	5	1	5.2	9	16	10	-22	-7	-2
CCn1c(CC(=O)Nc2ccccc2F)nnc1SCC(=O)Nc1nncs1	15	14	-0.4	-3	-19	-22	-2	-9	0
Cc1nn2c(NCc3ccccn3)cc(C(C)C)nc2c1-c1ccccc1	-27	14	2.8	-1	14	0	-5	-1	-6
O=C(Nc1ccc(OCC(=O)N2CCC(Cc3ccccc3)CC2)cc1)c1ccco1	0	-4	1.1	7	-5	7	9	5	-3
CN(Cc1nc(Cc2ccccc2F)no1)CC1(N2CCOCC2)CCCCC1	-15	4	2.4	-2	9	-9	-14	-6	-7
Cc1ccnc(NS(=O)(=O)c2ccc(NC(=O)CN3C(=O)CCC3=O)cc2)n1	-8	-8	1.4	3	4	1	-9	9	-5
Cn1nc(C(=O)NCCCN2CCCCC2)c2c1-c1ccccc1S(=O)(=O)C2	-11	17	0.2	.	-10	.	-8	-6	-5
COc1cc(/C=N/NC(=O)CC2C(=O)NN=C2C)ccc1O (stereo not given)	-3	-1	0.7	1	22	-15	-15	1	-3
O=C(c1nc2ncccn2n1)N1CCc2ccccc2C1	-10	16	0.4	51*	-3	21	9	-5	-4
CCC(=O)Nc1nnc(-c2ccc(OC)cc2)o1	-4	-7	-0.1	1	5	-15	-6	4	-2
Cc1cc(C)c(S(=O)(=O)c2cc(F)ccc2C)c(=O)[nH]1	5	-3	0.2	0	-9	-2	20	7	-1
COc1ccc(C2=NOC(C(=O)NCc3cccnc3)C2)cc1OC (stereo not given)	-10	-6	1.1	-2	-8	4	12	8	-2
c1ccc(-c2nnsc2-c2ncc[nH]2)cc1	-6	13	0.9	1	3	-7	-9	-1	-6
Cc1c(C(=O)NC(C)C)sc2ncn(CC(=O)N3CCC(C)CC3)c(=O)c12	-10	-7	0.7	8	8	-14	-13	3	-5
NC(=O)c1ccc(N2CCNC(=O)C2)c([N+](=O)[O-])c1	-4	-20	0.5	-2	4	4	-4	12	-2
CC(C)c1ccc(NC(=O)CSc2nc3ccsc3c(=O)n2Cc2ccc(C(=O)O)cc2)cc1	23	10	0.3	3	-16	10	-5	18	1
Cc1c(N=C(N)/N=C(\N)Nc2ccc(Br)cc2)c(=O)n(-c2ccccc2)n1C	1	0	0.1	-1	11	6	-9	-10	-11
COc1ccc2c(C)c(CC(=O)N3C[C@H]4C[C@@H](C3)c3cccc(=O)n3C4)c(=O)oc2c1OC	1	1	0.1	1	-9	3	-3	1	-2
CCN(CC(=O)Nc1c(F)cccc1F)C(=O)c1ccc(OCC(=O)N2CCOCC2)c(OC)c1	.	-7	-0.1	1	5	-13	-1	8	-2
Cc1cc2oc(C(=O)NCc3ccncc3)c(C)c2cc1C	-5	-9	0.4	4	-1	-28	9	5	-8
Cc1nc2c3cc(Cl)ccc3n(CCN3CCCCC3)c2s1	-17	-4	0.3	1	21	-5	-3	4	-8
COC(=O)c1ccc(NC(=S)Nc2ccc3ccccc3c2)cc1	-24	2	1.6	8	13	27	1	-1	-3
COC(=O)N/N=C/c1cc(Cl)c(OCc2ccc(F)cc2)c(OC)c1	-3	8	1.4	-1	13	10	1	0	-9
CC(CCc1ccccc1)NC(=O)c1ccccc1F (stereo not given)	-21	-11	1.3	1	15	-7	-2	5	-4

(listing goes on)
SMILES	CHO parental Ca	M1 antag	CHO-K1 Ca ag	TAAR1 agonist	CHO-K1 Ca PAM	TAAR1 antag	CHO-K1 Ca antag	CHRM1 PAM	CHRM1 agonist
COc1cc(CN2C[C@@H](CO)O[C@@H](n3cnc4c(N5CCN(c6ccccc6)CC5)ncnc43)C2)cc(OC)c1OC	.	14	1.1	11	-14	1	6	-11	-3
CC(C)CC(=O)Nc1ccc(C(=O)NNC(=O)C(c2ccccc2)c2ccccc2)cc1	-7	-10	0.3	0	7	-7	-26	5	-1
CCCc1ccc(C(=O)N2CCN(c3ccccc3OCC)CC2)cc1	-23	14	2.8	10	19	10	-9	-6	-4
CCc1ccc(C(=O)NNC(=O)CC2OC(=O)c3ccccc32)cc1 (stereo not given)	-13	-8	0.6	1	-2	-2	4	5	-2
Cc1c(C)c(C)c(S(=O)(=O)n2[nH]c(=O)c(CCO)c2C)c(C)c1C	-8	3	0.4	1	3	13	-5	-1	-10
NC(=O)c1cc2ccccc2o/c1=N/NC(=O)c1cccc(Cl)c1	0	-2	1.7	4	1	0	-10	2	-3
OCCC1CN(C/C(Cl)=C/c2ccccc2)CCN1C1CCCC1 (stereo not given)	-28	22*	0.3	1	-4	1	3	-30	-15
COc1ccc(C(=O)NCCNC(=O)c2cnccn2)cc1OC	4	-5	0.9	6	-1	-6	-17	2	1
COCc1cc(=O)n2[nH]c(-c3ccco3)cc2n1	1	-3	0.1	5	9	-12	-9	3	-2
Cc1cc2oc(C(=O)Nc3c(C)n(C)n(-c4ccccc4)c3=O)c(C)c2cc1C	-8	-14	-0.7	4	7	-24	-4	-4	-5
C=CCNC(=S)NNC(=O)c1cc(Cl)ccc1OC	-11	-7	0.8	0	10	13	-7	7	-2
CC(C)Sc1ccc([N+](=O)[O-])cc1C(=O)Nc1ccncc1	-25	-15	-0.1	-1	6	-20	-3	4	-3
CN(C)CCCNc1oc(-c2ccccc2Cl)nc1S(=O)(=O)c1ccc(F)cc1	-13	-2	4.6	8	-1	6	-2	5	-2
COc1ccc(NC(=O)CCCC(=O)c2ccccc2)cc1OC	-11	1	1.6	5	-8	-10	1	-1	-2
